Compound activity as filed in PubChem.
Lamin A splicing: LMNA splicing modulation; HeLa LMNA splicing GFP/RFP minigene ratio, 48 h; Potency, µM (series often up to 46.1 µM), inactives show at the highest dose ratio change, negative = inhibition, usual class: inhibitors; 200,000 tested, 0.01% active; AID 1487; active = well fitted inhibition curve with a large enough effect in the signal ratio, with a control signal flat, not every such curve was filed as active; inconclusive = small, poorly fitted or top-dose-only effect, or effect the other way, or a change in a side signal; the % refers to the signal ratio; note: potency is the fitted concentration of half-maximal effect; % is set by controls: 0 for no effect and ±100 for the full control effect
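S3 HeLa stable clones carrying a lamin A-EGFP splicing minigene plus DsRed2 were seeded at 600 cells/well in Opti-MEM with 2% FBS, pin-dosed and incubated 48 h at 37°C. Acumen cytometry (488 nm) gave the GFP/RFP total-intensity ratio.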
Epigenetic reg: regulators of epigenetic silencing causing reporter derepression in mouse cells; Potency, µM (series often up to 53.9 µM), for inactives: top-dose GFP activation, usual class: activators; 280,000 tested, 0.2% active; AID 1865; murine LDR cells, GFP reporter derepression, 30 h; note: potency is the fitted concentration of half-maximal effect; % of control where 0% means no effect; nearly all actives have a fitted effect of over 60% in size
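Murine LDR cells bearing a silenced CMV-driven GFP reporter were exposed to compound for 30 h at 37 C. After PBS washes, GFP-positive cells (20-120 um objects) counted by laser-scanning microplate cytometry.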
Luc counter: blocks Kinase-Glo luciferase, a counter-screen artifact | Q27757 | 200,000 tested, 0.28% active | Kinase-Glo luciferase, ATP luminescence, 8 min | Potency, µM (titrated, usually from 38.3 µM), without a hit: top-dose activity change, negative = inhibition, most hits filed as inhibitors | AID 1379; note: potency is the fitted concentration of half-maximal effect; % is set by controls: 0 for no effect and ±100 for the full control effect; nearly all actives have a fitted effect of over 60% in size
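Compounds were added to a substrate mix at pH 7.2 (50 mM imidazole, 10 uM ATP, within the enzyme's linear range), followed by Kinase-Glo detection reagent; luminescence was measured after 8 minutes at ambient temperature.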
GLA spleen mod: inhibitors or activators of human alpha-galactosidase in spleen homogenate; P06280; human spleen homogenate, 4MU-alpha-Gal fluorescence, 40 min; Potency, µM (top dose mostly 80 µM), for inactives: at the top dose activity change, negative = inhibition, hits mostly inhibitors; 240,000 tested, 0.008% active; AID 2107;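 note: potency is the fitted concentration of half-maximal effect; 0% = enzyme with vehicle and -100% = no enzyme basal signal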
Target sequence (P06280 32-429 limits assumed): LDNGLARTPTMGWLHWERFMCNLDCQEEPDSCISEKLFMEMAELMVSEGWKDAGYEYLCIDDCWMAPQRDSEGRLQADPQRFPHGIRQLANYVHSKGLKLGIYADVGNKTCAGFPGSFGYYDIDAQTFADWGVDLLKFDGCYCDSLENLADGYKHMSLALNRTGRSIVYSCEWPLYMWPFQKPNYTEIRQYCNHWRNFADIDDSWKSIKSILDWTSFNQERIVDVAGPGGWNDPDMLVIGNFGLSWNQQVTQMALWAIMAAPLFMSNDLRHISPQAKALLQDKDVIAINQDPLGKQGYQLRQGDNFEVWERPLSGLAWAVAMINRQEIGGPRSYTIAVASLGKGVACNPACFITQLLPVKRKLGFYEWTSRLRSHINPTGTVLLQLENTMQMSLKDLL
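Human spleen homogenate (1 ug) was the enzyme source, with 4-methylumbelliferyl-alpha-D-galactopyranoside (1 mM final) in pH 5.0 citrate buffer with 0.01% Tween-20. Compounds were titrated; after 40 min at 37C, NaOH/glycine stop, 4-MU fluorescence read; AC50 from Hill fits.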
CBFb RUNX1 block: inhibitors of human CBF-beta and RUNX1 interaction; Potency, µM (series often up to 59.8 µM), inactives show top-dose activity, negative = inhibition, actives largely listed as inhibitors; AID 1477; Q01196+Q13951; 230,000 tested, under 10 active; AlphaScreen CBFb-His/RUNX1-biotin binding, biochemical; note: % of control where 0% means no effect
Target sequence (Q01196 whole entry, looked up): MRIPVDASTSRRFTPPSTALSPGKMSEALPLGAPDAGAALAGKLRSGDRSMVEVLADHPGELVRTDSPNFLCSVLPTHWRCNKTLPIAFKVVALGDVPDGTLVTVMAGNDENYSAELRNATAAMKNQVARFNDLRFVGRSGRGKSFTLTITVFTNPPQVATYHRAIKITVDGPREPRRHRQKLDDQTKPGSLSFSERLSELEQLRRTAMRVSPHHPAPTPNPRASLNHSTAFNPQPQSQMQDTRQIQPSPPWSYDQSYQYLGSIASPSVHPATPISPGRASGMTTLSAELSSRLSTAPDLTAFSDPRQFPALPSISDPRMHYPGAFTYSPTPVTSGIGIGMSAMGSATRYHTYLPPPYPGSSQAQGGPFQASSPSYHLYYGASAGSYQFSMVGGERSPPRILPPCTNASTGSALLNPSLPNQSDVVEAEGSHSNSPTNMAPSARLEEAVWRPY
Target sequence (Q13951 whole entry, looked up): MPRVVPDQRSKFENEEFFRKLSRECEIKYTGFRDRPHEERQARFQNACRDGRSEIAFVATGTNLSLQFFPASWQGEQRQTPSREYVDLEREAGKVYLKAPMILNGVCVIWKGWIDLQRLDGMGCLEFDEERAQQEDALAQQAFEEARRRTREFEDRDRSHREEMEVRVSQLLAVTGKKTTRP
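Read-out: AlphaScreen. Format: His-CBF-beta with biotinylated RUNX1 (30 nM each) preincubated 20 min, compound 15 min, Ni-chelate plus streptavidin beads 90 min; room temperature throughout.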
NPSR antagonist: blocks cAMP signaling of the human neuropeptide S receptor; Q6W5P4; Potency, µM (top dose mostly 38.3 µM), for inactives: at the highest dose activity change, negative = inhibition, actives largely listed as inhibitors; 220,000 tested, 1% active; CHO-NPSR cells, cAMP TR-FRET, antagonist mode; note: potency is the fitted concentration of half-maximal effect; % is set by controls: 0 for no effect and ±100 for the full control effect; nearly all actives have a fitted effect of over 50% in size; many of its hits are not listed in these tables
IMPase Li inh: IMPase inhibition in cells with lithium potentiation; 210,000 tested, 0.35% active; CHO-M1 cells, IP1 TR-FRET (IP-One), carbachol + lithium; Potency, µM (series often up to 59.4 µM), for the others: at the highest dose activity, negative = IMPase inhibition, hits mostly inhibitors; AID 1457;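 note: IP1 builds up when IMPase is blocked and the TR-FRET signal falls; potency is the fitted concentration of half-maximal effect; plate controls were basal vehicle for no effect and high inhibitor control for full effect; nearly all actives have a fitted effect of over 50% in size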
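CHO cells stably expressing M1 receptor (2000/well, cultured 16–30 h) treated 30 min at 37C with compound plus low lithium. Cytosolic IP1 by TR-FRET (665/620 ratio and 620 channel) after 10 min lysis; AC50 by Hill fit.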
Numbers without * were called inactive; ? = inconclusive; . = no result given; [ ] = remark or other dose. Unless noted, calls come from the whole dose curve; as a rule, active = well fitted curve in the direction sought with a large enough effect; inconclusive = small, poorly fitted or top-dose-only effect, or another doubt; inactive = no such curve, though single readings can be large; an effect the other way counts as inactive or inconclusive. This is a subset; rates above refer to the full screens.

SMILES	Lamin A splicing	Epigenetic reg	Luc counter	GLA spleen mod	CBFb RUNX1 block	NPSR antagonist	IMPase Li inh
Cn1nc(-c2ccc(Cl)cc2)c2cc(C(=O)NC3CC3)sc21	14%	1.0%	-4%	-5%	2%	-8%[46.1 µM]	-10%[38.3 µM]
O=C(O)c1nn2c(C(F)(F)F)cc(-c3cccs3)nc2c1Cl	5%	1.0%	-1%	-4%	1%	-11%	-6%
Cc1c(O)c(CN2CCCCC2)cc2c1oc(=O)c1ccccc12	2%[0.0737 µM]	-1.0%	0%	-3%	2%	2%[46.1 µM]	-7%[38.3 µM]
O=C(Nc1cccc(-c2cn3ccccc3n2)c1)c1cc2ccccc2oc1=O	-1%	0.0%	-1%	3%	25%	-6%[46.1 µM]	2%
COc1ccc(CN(CC(=O)NC2CCCC2)C(=O)CCC(=O)Nc2cc(C)on2)cc1	-7%	2.4%	-2%	1%	8%	-9%[46.1 µM]	5%
CCCn1c(=N)c(S(=O)(=O)c2ccccc2)cc2c(=O)n3ccccc3nc21	.	-0.3%	.	3%	10%	48%	.
COc1ccccc1N1CCN(C(=O)c2cc(-c3ccc(Cl)c(Cl)c3)on2)CC1	-10%	0.0%	2%	-2%	1%	3%[46.1 µM]	2%
COc1cc(CNCc2ccc(SC)cc2)cc(OC)c1	-10%	0.0%	.	-2%	2%	-3%[46.1 µM]	.
COc1ccc(/C=C/C(=O)c2ccc[nH]2)cc1OC	?	1.6%	-7%	15%	0%	0%[46.1 µM]	-6%[38.3 µM]
COc1ccc(S(=O)(=O)N2CCCC(C(=O)NCCC(C)C)C2)cc1 (centres undefined)	5%[9.22 µM]	-2.2%	3%	-4%	4%	-19%	4%
N#CCN1CCN(CC(=O)Nc2cccc3ccccc23)CC1	15%	-1.1%	1%	5%	-3%	-10%[46.1 µM]	-4%[38.3 µM]
Cc1ccc2cccc(OCC(=O)Nc3ccc(N4CCOCC4)cc3)c2n1	-15%[46 µM]	-2.3%	4%	-5%	-10%	4%	-4%
CCn1c(SCC(=O)c2ccc(NC(C)=O)c(OC)c2)nnc1-c1ccc(NS(C)(=O)=O)cc1	1%	0.0%	-1%	3%	8%	1%	-2%
Cc1ccc(Nc2nnc(-c3ccc(N4CCOCC4)c([N+](=O)[O-])c3)c3ccccc23)cc1	-9%	-1.0%	-6%	1%	-5%	-17%	-4%
CCn1cc(C(=O)OCc2ccc(F)cc2)c(=O)c2ccc(C)nc21	-16%	-3.9%	1%	4%	17%	-7%[46.1 µM]	35%[activator][38.3 µM]
c1cc2ccc3ccc(CN4CCOCC4)c4ccc(c1)c2c34	-9%	0.8%	4%	-2%	5%	1%[46.1 µM]	-8%[38.3 µM]
COc1cc(OC)c(NC(=O)/C=C/C(=O)O)cc1Cl	-18%[46 µM]	2.0%	.	-4%	?	-3%	.
CCn1c(SC(C)C)nnc1-c1c[nH]c2ccccc12	-6%	-1.9%	5%	1%	3%	-6%[46.1 µM]	-7%[38.3 µM]
CCOC(=O)c1c(NC(C)=O)sc2c(O)c(Br)cc(Br)c12	-3%	-1.9%	0%	2%	-10%	-5%	-3%
CCC1c2ccc(C)n2CCN1C(=O)Nc1ccccc1C(=O)OC (centres undefined)	1%	4.2%	0%	6%	2%	?	4%[38.3 µM]
CCN(CC)c1nc(Nc2ccccc2)nc(Oc2ccc(C(=O)OC)cc2)n1	3%	9.1%	-1%	-9%	0%	?	23%[38.3 µM]
Cc1ccc(NC(=O)CN(C)C(=O)COc2cccc3cccnc23)cc1	-2%	-3.8%	1%	2%	-11%	7%	-7%
Cc1ccc(C)c(CSc2nc3[nH]ncc3c(=O)[nH]2)c1	.	0.0%	0%	-6%	5%	6%	1%
CC(C)Cn1c(N)c(C(=O)COC(=O)c2ccc(O)cc2)c(=O)n(C)c1=O	.	-4.2%	7%	1%	5%	-19%	1%
O=C(Cc1ccc([N+](=O)[O-])cc1)Nc1nnc(C2CC2)s1	?	0.0%	1%	-7%	-2%	2%	4%

An excerpt of these results, in markdown.
| SMILES | Lamin A splicing | Epigenetic reg | Luc counter | GLA spleen mod | CBFb RUNX1 block | NPSR antagonist | IMPase Li inh |
| --- | --- | --- | --- | --- | --- | --- | --- |
| CCn1cc(C(=O)OCc2ccc(F)cc2)c(=O)c2ccc(C)nc21 | -16% | -3.9% | 1% | 4% | 17% | -7%[46.1 µM] | 35%[activator][38.3 µM] |
| c1cc2ccc3ccc(CN4CCOCC4)c4ccc(c1)c2c34 | -9% | 0.8% | 4% | -2% | 5% | 1%[46.1 µM] | -8%[38.3 µM] |
| COc1cc(OC)c(NC(=O)/C=C/C(=O)O)cc1Cl | -18%[46 µM] | 2.0% | . | -4% | ? | -3% | . |
| CCn1c(SC(C)C)nnc1-c1c[nH]c2ccccc12 | -6% | -1.9% | 5% | 1% | 3% | -6%[46.1 µM] | -7%[38.3 µM] |
| CCOC(=O)c1c(NC(C)=O)sc2c(O)c(Br)cc(Br)c12 | -3% | -1.9% | 0% | 2% | -10% | -5% | -3% |
| CCC1c2ccc(C)n2CCN1C(=O)Nc1ccccc1C(=O)OC (centres undefined) | 1% | 4.2% | 0% | 6% | 2% | ? | 4%[38.3 µM] |
| CCN(CC)c1nc(Nc2ccccc2)nc(Oc2ccc(C(=O)OC)cc2)n1 | 3% | 9.1% | -1% | -9% | 0% | ? | 23%[38.3 µM] |
| Cc1ccc(NC(=O)CN(C)C(=O)COc2cccc3cccnc23)cc1 | -2% | -3.8% | 1% | 2% | -11% | 7% | -7% |
| Cc1ccc(C)c(CSc2nc3[nH]ncc3c(=O)[nH]2)c1 | . | 0.0% | 0% | -6% | 5% | 6% | 1% |
| CC(C)Cn1c(N)c(C(=O)COC(=O)c2ccc(O)cc2)c(=O)n(C)c1=O | . | -4.2% | 7% | 1% | 5% | -19% | 1% |
| O=C(Cc1ccc([N+](=O)[O-])cc1)Nc1nnc(C2CC2)s1 | ? | 0.0% | 1% | -7% | -2% | 2% | 4% |

Record cards, as listed above. Values in the order: Lamin A splicing | Epigenetic reg | Luc counter | GLA spleen mod | CBFb RUNX1 block | NPSR antagonist | IMPase Li inh
Cc1ccc(NC(=O)CN(C)C(=O)COc2cccc3cccnc23)cc1 in the list: -2% | -3.8% | 1% | 2% | -11% | 7% | -7%
Cc1ccc(C)c(CSc2nc3[nH]ncc3c(=O)[nH]2)c1 in the list: . | 0.0% | 0% | -6% | 5% | 6% | 1%

(further entries)
SMILES	Lamin A splicing	Epigenetic reg	Luc counter	GLA spleen mod	CBFb RUNX1 block	NPSR antagonist	IMPase Li inh
C/C(CC(=O)NCCCN1CCOCC1)=N\NC(=O)COc1cccc2ccccc12	5%	-1.8%	4%	2%	12%	12%	1%
Cc1nn(-c2nnc(NC3CCCCC3)nn2)c(C)c1Br	-8%	-1.0%	-24%	3%	-27%	-27%	19%
COCCn1c(CN2CCN(c3ccc(OC)cc3)CC2)nc2c1c(=O)n(C)c(=O)n2C	?	-6.3%	10%	-9%	-2%	-12%[46.1 µM]	6%[38.3 µM]
c1ccc(-c2cn3c(n2)CCc2ccc4cccnc4c2-3)cc1	?	-1.2%	-2%	-2%	-2%	-14%[46.1 µM]	-20%[38.3 µM]
O=C(Cc1c(F)cccc1Cl)NCCN1CCOCC1	.	0.0%	-9%	-1%	-4%	-3%	13%
COc1ccc2nc(N3CCC(O)CC3)c(C#N)cc2c1	-1%	2.2%	-2%	13%	-7%	0%[46.1 µM]	-6%[38.3 µM]
CCCCCCSc1cc(C)nc2ncnn12	-8%	7.2%	-3%	-1%	1%	-9%[46.1 µM]	-18%[38.3 µM]
COCCNC(=O)c1c(N)n(-c2cccc(C)c2)c2nc3ccccc3nc12	3%	-1.7%	-2%	?	?	?	-5%[38.3 µM]
CN1C=C/C(=C\c2cc[n+](C)c3ccccc23)c2ccccc21	.	-0.3%	-4%	5%	-3%	13µM*	159%[activator]
O=C(NCc1cccs1)c1ccccc1[N+](=O)[O-]	4%	0.0%	0%	-1%	1%	11%	2%
CCOC(=O)c1c(NC(=O)CC2SC(=NC)N(C)C2=O)sc(C)c1C (centres undefined)	8%	4.2%	15%	4%	-5%	-5%[46.1 µM]	35%[38.3 µM]
CCOC(=O)CSc1nc(C)c(C(C)=O)cc1C(N)=O	.	-4.3%	0%	4%	2%	13%	3%
CCOC(=O)C1C(=O)CC(=O)CC1CC(C)SCC (centres undefined)	-8%	-2.3%	10%	-2%	8%	-10%[46.1 µM]	6%
O=C(NC(O)C(=O)c1cccs1)c1cccnc1 (centres undefined)	0%	1.2%	-5%	12%	2%	2%[46.1 µM]	-11%[38.3 µM]
COCCNC(=O)CSc1ccc(Cl)cc1	4%[46 µM]	2.5%	2%	9%	1%	2%	-1%
CC1CC(C)CN(C(=S)Nc2ccc(OC(F)F)cc2)C1 (centres undefined)	?	-5.7%	-1%	-2%	5%	-17%	2%
COc1ccc(C(C)=O)cc1COc1ccc(Cl)c(C)c1	.	3.7%	.	-4%	?	36%	.
C=CCn1c(C)cc(C(=O)CSc2nnc(Cc3ccccc3)o2)c1C	?	0.5%	1%	-4%	-6%	-23%[46.1 µM]	8%[38.3 µM]
O=C1CC(NNc2nc3ccccc3s2)C(=O)N1c1ccccc1 (centres undefined)	9%	-1.2%	-4%	-4%	2%	-19%[46.1 µM]	-6%[38.3 µM]
CO/N=C1/[C@H]2O[C@@H]2[C@@H](O)[C@H]2[C@H]1CCn1c(=O)n(-c3ccccc3)c(=O)n12	.	0.0%[10.1 µM]	.	4%[17.5 µM]	-3%[13.1 µM]	.	.
Cn1nc(C(F)(F)F)cc1C(=O)O	.	-3.7%	.	-17%	3%	-15%	.
COC(=O)c1cccnc1SCc1ccccc1	11%	2.4%	-3%	0%	17%	-4%[46.1 µM]	0%
Cc1ccc(NC(=O)c2cc(C(=O)c3cc(Cl)ccc3O)cn(-c3ccc(C)cc3)c2=O)cc1	?	0.0%	-2%	1%	-16%	-8%	1%
CCn1nc(C)c(Br)c1-c1nc(CS(=O)(=O)c2ccc(F)cc2)no1	.	1.5%	.	3%	9%	-7%	.
O=C(N/N=C/c1cccnc1)c1[nH]ncc1Br	-12%[46 µM]	-4.6%	?	-3%	1%	5%	15%
COc1ccccc1NC(=O)N1CCN(C)CC1	3%[46 µM]	1.2%	1%	7%	0%	-13%	6%
